# NPY-Y1 PAM-ag – potentiators or agonists of human neuropeptide Y receptor Y1 | activation, % at 3.6 µM | P25929 | 220,000 tested, 0.37% active | NPY-Y1 expressing cells, potentiator/agonist activation; in the data active = activation above about 33%, passing the limit was not always enough;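 note: cells stimulated with NPY at EC10 then isoproterenol at EC100; 0% = low agonist plus stimulus and 100% = saturating agonist plus stimulus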
# Target sequence (P25929 whole entry, looked up): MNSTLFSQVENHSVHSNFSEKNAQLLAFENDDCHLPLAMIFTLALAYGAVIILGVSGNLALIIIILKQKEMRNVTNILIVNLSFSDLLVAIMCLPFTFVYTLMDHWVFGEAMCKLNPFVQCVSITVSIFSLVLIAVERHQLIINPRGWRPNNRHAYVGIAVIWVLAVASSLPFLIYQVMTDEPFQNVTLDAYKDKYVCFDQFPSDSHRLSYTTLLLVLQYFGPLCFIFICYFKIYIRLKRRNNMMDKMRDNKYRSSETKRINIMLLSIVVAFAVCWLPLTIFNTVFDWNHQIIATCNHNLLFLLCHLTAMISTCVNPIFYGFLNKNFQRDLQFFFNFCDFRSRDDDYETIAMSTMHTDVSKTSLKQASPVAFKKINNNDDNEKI
# CHOP inhibitor – blocks CHOP induction under ER stress; 220,000 tested, 3.8% active; CHO-K1 CHOP-promoter luciferase, tunicamycin-induced, 15-18 h; inhibition, % at 10 µM;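 active = compounds that reduced the stress-induced luciferase reporter signal by more than about 70% of percent inhibition, limit read from the data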;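 note: 0% = tunicamycin plus vehicle and 100% = wells without tunicamycin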
# NPY Y1 blocker – NPY-Y1 (human) receptor antagonism; inhibition, % at 3.6 µM; HEK293-CNG Y1 cells, membrane potential fluorescence; NPY at EC95, then isoproterenol; 200,000 tested, 1% active; P25929; AID 1040;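 active = inhibition above the campaign mean inhibition of all tested compounds plus 3 SD, cut at about 20% in these data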;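 note: 0% = DMSO wells given NPY plus isoproterenol and 100% = isoproterenol alone without NPY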
#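 Material: Y1- and CNG-channel-expressing HEK293 cells / Probe or stimulus: NPY 25 nM then isoproterenol 1 µM plus Ro 20-1724 25 µM / Doses: 3.6 µM single dose, DMSO 0.4% / Schedule: compound incubation 1 h at room temperature, readout 45 min post-stimulation / Signal: membrane potential fluorescence / Benchmarks: isoproterenol-only wells as full block versus NPY-plus-isoproterenol wells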
# Ba/F3 V617F tox – loss of viability in JAK2V617F-driven Ba/F3 cells; 220,000 tested, 1.1% active; inhibition, % at 5.6 µM; Ba/F3 EpoR-JAK2V617F viability, ATP luminescence; AID 1446;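 active = inhibition above the campaign mean plus 3 SD over all tested compounds, cut at about 24% in these data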;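 note: cytokine-independent growth of Ba/F3 cells driven by EpoR plus mutant JAK2; 0% = DMSO-treated cells and 100% = JAK inhibitor I control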
# S1P4 antagonist – antagonists of human S1P4 receptor; O95977; S1P4-expressing cells, antagonist mode, reporter read-out; inhibition, % at 4.98 µM; 220,000 tested, 0.26% active; in the data active = inhibition above about 29%;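 note: 0% = wells stimulated with agonist and 100% = vehicle wells without agonist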
# S1P4 agonist – agonists of human S1P4 receptor; S1P4-expressing cell line, agonist reporter assay; activation, % at 4.98 µM; 220,000 tested, 0.35% active; AID 1509; in the data active = activation above about 11%;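 note: 0% = DMSO vehicle and 100% = reference agonist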
# NPY2 pot ag – potentiates or activates human NPY-Y2 receptor; 220,000 tested, 0.45% active; activation, % at 3.6 µM; cells expressing NPY-Y2, potentiator/agonist read-out; in the data active = activation above about 27%;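 note: cells stimulated with NPY near EC25 plus isoproterenol at EC100; 0% = vehicle plus submaximal agonist and 100% = vehicle plus saturating agonist; some results beyond the cut were filed as inactive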
# NCF1 inh – inhibitors of human p47phox binding | inhibition, % at 24.7 µM | 220,000 tested, 0.53% active | AID 1274 | p47phox/p22phox peptide binding, fluorescence polarization, 2 h;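 active = inhibition above about 30%, limit read from the data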;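 note: 0% = p47phox with labelled peptide and 100% = labelled peptide alone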
# Target sequence (P14598 whole entry, looked up): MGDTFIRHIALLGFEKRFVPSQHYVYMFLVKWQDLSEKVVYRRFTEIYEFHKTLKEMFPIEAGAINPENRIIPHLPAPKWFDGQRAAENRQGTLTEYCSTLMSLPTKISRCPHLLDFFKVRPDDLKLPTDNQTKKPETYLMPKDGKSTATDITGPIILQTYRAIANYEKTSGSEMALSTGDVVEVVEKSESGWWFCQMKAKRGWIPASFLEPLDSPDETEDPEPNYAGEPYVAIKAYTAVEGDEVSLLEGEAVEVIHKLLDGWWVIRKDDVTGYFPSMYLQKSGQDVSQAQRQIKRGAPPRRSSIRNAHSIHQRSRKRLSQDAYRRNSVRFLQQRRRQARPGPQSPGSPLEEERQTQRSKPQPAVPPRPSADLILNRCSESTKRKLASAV
# BaF3 tox – parental Ba/F3 viability inhibition as JAK2V617F counter-screen | CellTiter-Glo ATP luminescence | inhibition, % at 5.6 µM | 220,000 tested, 1.1% active | AID 1486;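 active = inhibition above a per-campaign cutoff, the mean inhibition of all tested compounds plus 3 SD, cut at about 27% in these data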;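 note: 0% = DMSO wells and 100% = JAK Inhibitor I control wells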
# Numbers without * were called inactive; . = no result given.
# Preview:
SMILES,NPY-Y1 PAM-ag,CHOP inhibitor,NPY Y1 blocker,Ba/F3 V617F tox,S1P4 antagonist,S1P4 agonist,NPY2 pot ag,NCF1 inh,BaF3 tox
CC(=O)Nc1ccc2nc(SCC(=O)O)sc2c1,12,-14,-4,-2,10,0.3,2,0,3
O=C(CNC(=S)N(CCCN1CCOCC1)Cc1cccs1)NC1CCCC1,0,2,10,-1,3,2.9,-8,35*,6
CCC(C)Cn1c(C(C)O)nc2ccccc21 (centres undefined),-21,10,0,-3,13,-1.1,17,-9,5
CCOC(=O)c1nc(-c2ccccc2)oc1N(C)C,-2,.,4,-6,2,-0.1,5,.,0

# The listing, from the start:
SMILES,NPY-Y1 PAM-ag,CHOP inhibitor,NPY Y1 blocker,Ba/F3 V617F tox,S1P4 antagonist,S1P4 agonist,NPY2 pot ag,NCF1 inh,BaF3 tox
CC(=O)Nc1ccc2nc(SCC(=O)O)sc2c1,12,-14,-4,-2,10,0.3,2,0,3
O=C(CNC(=S)N(CCCN1CCOCC1)Cc1cccs1)NC1CCCC1,0,2,10,-1,3,2.9,-8,35*,6
CCC(C)Cn1c(C(C)O)nc2ccccc21 (centres undefined),-21,10,0,-3,13,-1.1,17,-9,5
CCOC(=O)c1nc(-c2ccccc2)oc1N(C)C,-2,.,4,-6,2,-0.1,5,.,0
CC1S/C(=N/N=C/c2ccco2)N(Cc2ccccc2)C1=O (centres undefined),9,-8,.,1,10,1.6,-13,-6,2
CCOC(=O)c1c(NC(=O)C2C3CCC(O3)C2C(=O)O)sc(C)c1-c1ccc(C)cc1 (centres undefined),6,32,1,-3,-12,1.4,6,-2,1
Cc1nc(C(=O)Nc2ccc(Cl)cc2)nn1-c1ccc([N+](=O)[O-])cc1,-3,-23,3,0,-14,1.8,6,15,-3
CCN(CC)C(=O)CN(c1cccc(OC)c1)S(=O)(=O)c1ccc(C)cc1,1,8,0,-3,-1,-0.6,-13,-6,4
CC(C)N(CCNCC(O)COc1ccc(C(C)(C)c2ccccc2)cc1)C(C)C (centres undefined),-22,4,25*,5,-23,1.4,-6,5,7
CCN(CC)S(=O)(=O)c1cccc(NC(=O)c2cc(-c3cccs3)nn2-c2ccccc2)c1,-38,32,11,1,-6,2.0,-28,-5,10
COc1ccc(Cl)cc1NC(=O)c1ocnc1C,-27,39,4,1,4,1.0,2,-13,5
O=C(Nc1ccccc1N1CCCC1)c1cccnc1Cl,8,4,2,0,-2,2.7,10,10,1
Cc1ccc(Cl)cc1N1CCN(C(=O)Cc2c(C(=O)O)[nH]c3ccccc23)CC1,-23,20,17,5,2,-1.4,-11,-25,7
OCCNc1nc(-c2ccccc2)nc2c1oc1ccccc12,5,15,.,-5,-14,0.2,-1,-27,4
CCOc1ccccc1N(CC)C(=O)Cn1ncc2c(=O)oc3ccccc3c21,-12,-24,-2,-3,-68,4.0,-2,-2,1
Cc1ccc(Cn2cccc2C2=NC(C)CO2)cc1 (centres undefined),-28,-19,5,-2,-18,-4.3,3,-3,1
COc1ccc(NC(=O)CSc2ccc3c(c2)OCCO3)cc1OC,4,25,-1,-3,2,0.3,-8,-3,8
O=C(C1CCCO1)N1CCN(Cc2c(O)ccc3ccccc23)CC1 (centres undefined),-3,-8,12,-3,-18,-0.9,6,-4,2
COc1ccc(-c2noc(CCC(=O)Nc3nc4ccccc4s3)n2)cc1,9,18,0,-4,-21,-2.9,16,-9,2
Cn1c(N)c(C(=O)CSc2nc3ccccc3[nH]2)c(=O)n(C)c1=O,-2,-2,.,-1,2,0.3,-15,-4,1
COc1cc([N+](=O)[O-])cc(/C=N\NC(=O)C2COc3ccccc3O2)c1O (centres undefined),12,28,.,1,-1,2.0,0,-8,-6
O=C(Cc1ccc(F)cc1)Nc1ccc(F)c([N+](=O)[O-])c1,-8,-17,1,2,4,0.2,-3,-16,4
Cc1[nH]c(=O)[nH]c(=O)c1S(=O)(=O)N1CCC(C(=O)N2CCN(Cc3ccccc3)CC2)CC1,0,0,-1,1,-3,-0.4,-4,-6,4
Cc1cc(C)c(CN2CCCC(CNC(=O)c3ccc(F)cc3)C2)c(-n2cccn2)c1 (centres undefined),-20,13,11,10,6,0.2,-28,-9,10
CCOC(=O)c1cnn(Cc2ccccc2)c1N,-3,0,2,-5,-15,-1.0,4,9,2
COc1ccc2c(c1)[nH]c1c(=O)n(CCCN3CCOCC3)cnc12,-11,27,1,3,-7,0.9,-1,4,5
Cc1cc(C)cc(C(=O)NCCCc2ccccc2)c1,-19,-6,6,1,3,-0.2,-11,-8,5
Cc1ccccc1-n1c(=O)cc(N2CCCCCC2)[nH]c1=O,0,-5,4,-3,-21,0.5,7,-3,0
O=C(Cn1c(=O)oc2cc(S(=O)(=O)N3CCCC3)ccc21)N1CCN(c2ccccc2)CC1,8,0,-1,-1,-1,0.6,14,-3,2
COc1ccc(C2Nc3ccccc3C(=O)N2c2ccc(C)cc2)cc1Cn1nc(C)c([N+](=O)[O-])c1C (centres undefined),-1,40,1,2,-14,-0.3,-9,-31,8
CCCc1nc(SCC(=O)NNC(=O)c2ccc(OC)cc2)c2ccccc2n1,-8,19,9,0,-7,-0.6,1,-4,1
COC(=O)C1=CN(CCCN2CCCC2=O)C=C(C(=O)OC)C1c1ccccc1C(F)(F)F,-2,-7,0,4,-15,9.7,15,-5,9
O=C(O)C(Cc1ccccc1)N1C(=O)c2ccccc2C1=O (centres undefined),32,-26,0,-4,-6,2.4,7,-4,3
O=C(OCCN1C(=O)CCC1=O)c1ccc(S(=O)(=O)N2CCCCC2)cc1,12,37,-11,-4,-14,-0.6,14,-9,0
O=C(CN1CCOCC1)Nc1ccc(N2CCN(c3ccccc3)CC2)c(F)c1,13,16,4,-1,-4,2.4,9,2,7
Cc1ccccc1-n1c(SCC(=O)N2CCOCC2)nc(O)cc1=O,-11,2,0,-3,-24,-2.4,20,-14,5
COc1ccc(C(C)=O)cc1COC(=O)CNC(=O)c1ccc(Cl)cc1,-9,4,2,5,1,-0.7,-1,194*,0
O=C(Nc1ccc(Oc2ccc(NC(=O)C3CCCO3)cc2)cc1)C1CCCO1 (centres undefined),-8,24,5,-6,-11,0.6,1,-12,-1
COc1ccc(OC)c(-n2c(O)cnc2Nc2nc(C)cc(C)n2)c1,0,-2,-1,-1,-3,-0.9,14,-14,2
CN(C)CCNC(=O)c1cc2ccccc2oc1=O,-4,20,2,-6,-12,-3.3,11,-11,-2

# 2 consecutive compounds out of the list so far:
SMILES,NPY-Y1 PAM-ag,CHOP inhibitor,NPY Y1 blocker,Ba/F3 V617F tox,S1P4 antagonist,S1P4 agonist,NPY2 pot ag,NCF1 inh,BaF3 tox
COc1cc([N+](=O)[O-])cc(/C=N\NC(=O)C2COc3ccccc3O2)c1O (centres undefined),12,28,.,1,-1,2.0,0,-8,-6
O=C(Cc1ccc(F)cc1)Nc1ccc(F)c([N+](=O)[O-])c1,-8,-17,1,2,4,0.2,-3,-16,4

# Additional compounds.
SMILES,NPY-Y1 PAM-ag,CHOP inhibitor,NPY Y1 blocker,Ba/F3 V617F tox,S1P4 antagonist,S1P4 agonist,NPY2 pot ag,NCF1 inh,BaF3 tox
Cn1ccnc1Sc1nc(Nc2cccc(Cl)c2)nc(N2CCOCC2)n1,1,28,-3,10,15,3.2,-4,-23,10
COc1ccccc1NC(=O)CSc1nnc(-c2ccco2)o1,-13,8,0,1,-12,-1.4,-4,3,3
COc1ccccc1N1CCN(C(=O)c2cc(-c3ccco3)on2)CC1,-3,0,1,0,1,7.2,-13,-13,3
COC(=O)c1c(NC(=O)CSc2nnc(C)c(=O)[nH]2)sc(C)c1C,-20,5,3,-1,-5,-0.5,-10,-6,1
O=C(CCc1nc2ccccc2c(=O)[nH]1)N1CCN(C/C=C/c2ccccc2)CC1,-8,43,8,5,-6,2.5,6,-2,8
Cc1onc(-c2ccccc2Cl)c1C(=O)N/N=C(\N)COc1ccc(Cl)cc1,-21,-28,5,-5,-7,-1.3,-3,-10,0
COc1ccccc1OCCn1cc(C(=O)c2ccco2)c2ccccc21,-19,14,9,1,-16,1.2,-15,-7,1
CCOC(=O)CSc1ccc(S(=O)(=O)N2CCC(C)CC2)cc1[N+](=O)[O-],15,61,8,-1,-1,1.9,5,-6,1
CN(C(=O)COc1ccccc1)c1nc(-c2ccc(F)cc2)cs1,11,27,4,-4,0,1.7,-4,-8,5
CNC(=O)/C(C#N)=C\c1cc(C)n(-c2ccc(N3CCOCC3)cc2)c1C,2,-4,-2,0,-2,0.5,4,-10,-3
CCCCNC(=O)c1onc(CSc2ccc(OC)cc2)c1C(=O)O,-35,9,8,-5,-7,3.8,-32,1,0
O=C1NC(=O)C2(CCc3ccccc32)N1 (centres undefined),17,35,4,2,6,3.1,16,-9,4
CCOC(=O)c1cccc(NC(=S)N2CCN(c3ncc4c(=O)c(C(=O)O)cn(CC)c4n3)CC2)c1,-1,9,4,-1,-31,-1.2,-6,-8,6
COc1ccc(C(=O)NC(=O)NC2(C(Cl)(Cl)Cl)OCCO2)cc1,20,27,-4,-2,-13,0.6,3,2,-2
N#Cc1c(NC(=O)C2CC=CCC2C(=O)O)sc2c1CCCCCC2 (centres undefined),1,-25,7,-1,-10,-0.2,3,-10,7
CCOC(=O)c1cc(C#N)c(Nc2ccccc2OC)nc1C(F)(F)F,-44,-26,.,1,-5,0.1,-16,2,-2
CCOC(=O)c1oc2ccc(/C=N/O)c(Cl)c2c1C,-15,104*,6,-5,-4,0.6,3,1,0
CCC(NC(=O)Nc1ccc(O)cc1)(C(F)(F)F)C(F)(F)F,5,41,6,1,-13,2.7,8,0,7
CCS(=O)(=O)N1CCC(c2nc(-c3ccc(C)cc3)no2)CC1,19,3,1,3,-6,0.2,14,-1,9
CCOc1ccc(C(C)(C)C)cc1S(=O)(=O)N1CCOCC1,6,-6,10,2,14,0.1,-8,9,-2
O=C(Nc1ccc2ncccc2c1)Nc1ccc2ncccc2c1,10,12,.,1,-19,0.0,-7,-9,-4
CC(=O)c1ccc(NC(=O)/C(=C\c2cccs2)NC(=O)c2ccco2)cc1,-4,-2,-1,1,-15,0.1,-8,-5,11

# Whole records, looked up by structure:
# Record of COc1ccccc1N1CCN(C(=O)c2cc(-c3ccco3)on2)CC1 → NPY-Y1 PAM-ag = -3; CHOP inhibitor = 0; NPY Y1 blocker = 1; Ba/F3 V617F tox = 0; S1P4 antagonist = 1; S1P4 agonist = 7.2; NPY2 pot ag = -13; NCF1 inh = -13; BaF3 tox = 3
# Record of Cc1onc(-c2ccccc2Cl)c1C(=O)N/N=C(\N)COc1ccc(Cl)cc1 → NPY-Y1 PAM-ag = -21; CHOP inhibitor = -28; NPY Y1 blocker = 5; Ba/F3 V617F tox = -5; S1P4 antagonist = -7; S1P4 agonist = -1.3; NPY2 pot ag = -3; NCF1 inh = -10; BaF3 tox = 0
# Record of COC(=O)c1c(NC(=O)CSc2nnc(C)c(=O)[nH]2)sc(C)c1C → NPY-Y1 PAM-ag = -20; CHOP inhibitor = 5; NPY Y1 blocker = 3; Ba/F3 V617F tox = -1; S1P4 antagonist = -5; S1P4 agonist = -0.5; NPY2 pot ag = -10; NCF1 inh = -6; BaF3 tox = 1

# Screening results (PubChem)
